TRb SRC2 PPI = qHTS for Inhibitors of the Interaction of Thyroid Hormone Receptor and Steroid Receptor Coregulator 2; TRbeta-SRC2 peptide binding, fluorescence polarization; receptor liganded with 1 µM T3; Potency, µM (doses to about 106 µM), for inactives: at the top dose activity change, negative = inhibition, most hits filed as inhibitors; Thyroid hormone receptor beta (Homo sapiens), P10828; 280,000 tested, 0.065% active;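 further: plate controls were bound peptide for no effect and peptide without receptor for full effect; nearly all actives have a fitted effect of over 50% in size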
Target sequence (P10828 whole entry, looked up): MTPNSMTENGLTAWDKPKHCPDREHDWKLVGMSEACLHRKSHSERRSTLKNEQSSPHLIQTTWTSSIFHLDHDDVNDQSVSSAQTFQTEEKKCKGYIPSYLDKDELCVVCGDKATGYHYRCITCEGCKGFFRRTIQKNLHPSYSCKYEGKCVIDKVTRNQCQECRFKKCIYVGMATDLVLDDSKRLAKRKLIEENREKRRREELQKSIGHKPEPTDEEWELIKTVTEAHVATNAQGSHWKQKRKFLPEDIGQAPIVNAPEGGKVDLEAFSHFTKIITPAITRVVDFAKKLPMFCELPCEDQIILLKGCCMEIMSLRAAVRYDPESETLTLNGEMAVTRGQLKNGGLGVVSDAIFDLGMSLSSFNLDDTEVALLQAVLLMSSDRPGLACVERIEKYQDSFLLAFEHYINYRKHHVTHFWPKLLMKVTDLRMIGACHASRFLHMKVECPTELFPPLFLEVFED
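Human TRb LBD (0.6 uM) plus Texas Red-labeled SRC2 peptide (20 nM), 1uM T3, 5% DMSO, 5 hr at ambient temperature. Decreased polarization (555/632 nm) flags inhibition; data normalized to free and bound peptide controls.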
TexasRed fluor = Total Fluorescence Counterscreen for Inhibitors of the Interaction of Thyroid Hormone Receptor and Steroid Receptor Coregulator 2. TRb/SRC2 Texas Red total fluorescence interference. Potency, µM (doses to about 106 µM), inactives show at the top dose fluorescence change, negative = quenching. 280,000 tested, 0.29% active; active means well fitted curve in either direction with a large enough effect; inconclusive means small, poorly fitted or top-dose-only effect
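Human TRβ ligand-binding domain (0.6 uM) and Texas Red SRC2 peptide (20 nM) in Tris buffer with 1 uM T3 and 5% DMSO were incubated with pinned compound for 5 hr at ambient temperature. Total fluorescence was computed as S + 2P (555/632 nm).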
GAA glycogen mod = qHTS Assay for Inhibitors and Activators of Human alpha-Glucosidase Cleavage of Glycogen | Lysosomal alpha-glucosidase (Homo sapiens), P10253 | recombinant GAA, glycogen substrate, Amplex Red glucose oxidase fluorescence | Potency, µM (series often up to 76.4 µM), inactives show top-dose activity change, negative = inhibition, usual class: inhibitors | 300,000 tested, 0.38% active | AID 2100, 2009;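 further: 0% = full enzyme reaction and -100% = no-enzyme basal signal; the screen sought inhibitors and activators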
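Recombinant human alpha-glucosidase (4 nM final) hydrolysed bovine liver glycogen (30 ug) for 40 min at 37 C in pH 5.0 citrate/phosphate with 0.01% Tween-20. Released glucose detected by glucose oxidase/Amplex Red, Ex 573/Em 610 nm. Compounds up to 77 uM; AC50 from Hill fits.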
Numbers without * were called inactive; ? = inconclusive; & = joins results of further samples; [ ] = remark or other dose. Unless noted, the call rests on the fitted dose curve; in most records, active means well fitted curve in the direction sought with a large enough effect; inconclusive means small, poorly fitted or top-dose-only effect, or another doubt; inactive means no such curve, though single readings can be large; an effect the other way counts as inactive or inconclusive. Unless noted, on the % scale 0 is the no-effect control and ±100 the full control effect; potency means the concentration at half of the fitted maximal effect. A portion of the library. The share of hits here may be higher or lower than overall.

Start of the listing, in advance, 3 compounds:
SMILES	TRb SRC2 PPI	TexasRed fluor	GAA glycogen mod
COc1ccc(C(=O)c2c(N)c(C(=O)Nc3ccccc3Cl)c3ccccn23)cc1	9%	-4%	-4%[76.3 µM]
CCCOc1ccc(C(=O)Nc2ccc(Cl)c(-c3nc4ncccc4o3)c2)cc1	-4%	-1%	14%[76.3 µM]
COc1ccc(Br)cc1Cn1nnc(C(=O)Nc2cccc(SC)c2)c1N	3%	2%	-10%[76.3 µM]

All compounds of this part (from the top)
SMILES	TRb SRC2 PPI	TexasRed fluor	GAA glycogen mod
COc1ccc(C(=O)c2c(N)c(C(=O)Nc3ccccc3Cl)c3ccccn23)cc1	9%	-4%	-4%[76.3 µM]
CCCOc1ccc(C(=O)Nc2ccc(Cl)c(-c3nc4ncccc4o3)c2)cc1	-4%	-1%	14%[76.3 µM]
COc1ccc(Br)cc1Cn1nnc(C(=O)Nc2cccc(SC)c2)c1N	3%	2%	-10%[76.3 µM]
CC(=O)c1ccc(NC(=O)C(C)n2nc(-c3ccccc3)ccc2=O)cc1 (centres undefined)	5%	0%	14%[76.3 µM]
COc1ccc(N2CCN(C(=O)Cn3cnc4sc(C)c(S(=O)(=O)N5CCC(C)CC5)c4c3=O)CC2)cc1	6%	0%	-5%[76.3 µM]
CC1CCc2c(sc(NC(=O)Cc3ccccc3)c2C(=O)Nc2ccc(Cl)cc2)C1 (centres undefined)	-1%	-6%	8%[76.3 µM]
COc1ccc(NC(=O)CN2CCCN(Cc3ccc(Cl)cc3)S2(=O)=O)cc1Cl	-2%	-4%	3%[76.3 µM]
Cc1ccc(-c2cn3cccc(C)c3n2)cc1NS(=O)(=O)c1ccccc1	1%	-1%	13%[76.3 µM]
Cc1cc(N2CCN(C)CC2)nc2ccc(NC(=O)c3ccc(C(C)(C)C)cc3)cc12	0%	-2%	8%[76.3 µM]
CN(C(=O)CSc1cn(CC(=O)N2CCOCC2)c2ccccc12)c1ccccc1	-9%	1%	10%[76.3 µM]
CCOc1ccccc1N(CC(=O)NCCSc1ccccc1)S(=O)(=O)c1ccccc1	2%	-32%	6%[76.3 µM]
COC(=O)c1sc(-c2ccccc2)cc1NC(=O)Nc1ccccc1Cl	-2%	-3%	-2%[76.3 µM]
COc1ccc(C)cc1Nc1nc2cc(Cl)c(Cl)cc2nc1-n1nc(C)cc1C	-6%	-2%	16%[76.3 µM]
CCC(C)NC(=O)c1ccccc1NC(=O)CN1C(=O)c2cccc3cccc1c23 (centres undefined)	7%	-4%	2%[76.3 µM]
COc1ccc2c(C)c(CCC(=O)NCCc3ccccc3OC)c(=O)oc2c1	3%	-13%	14%[76.3 µM]
Cc1ccccc1NC(=O)C(=O)NCC1(c2ccccc2)CCCC1	-1%	0%	12%[76.3 µM]
Cc1cc(C)c(Cn2c3ccccc3c3cnn(CC(=O)NCC(C)c4ccccc4)c(=O)c32)c(C)c1 (centres undefined)	8%	-1%	14%[76.3 µM]
COc1cccc(NC(=O)C2CCCN2S(=O)(=O)c2ccc3nc(-c4ccccc4)[nH]c3c2)c1 (centres undefined)	0%	-7%	4%[76.3 µM]
COc1ccc(CC(=O)Nc2c(C(=O)N3CCN(c4ccccc4)CC3)oc3ccccc23)cc1OC	1%	-2%	5%[76.3 µM]
Cc1ccc(OCCSc2nc(C)c(Cc3ccccc3)c(=O)[nH]2)cc1	-1%	?	17%[76.3 µM]
Cc1ccc(Cl)cc1-n1c(CCC(=O)O)ccc1-c1cccs1	5%	-3%	1%[76.3 µM]
CCCc1cc(C(=O)Nc2c(C)nn(Cc3c(Cl)cccc3Cl)c2C)no1	-4%	3%	12%[76.3 µM]
O=C(O)c1cccc(-n2cnc3cccnc32)c1	-2%	1%	-12%[76.3 µM]
Cc1cc(C)cc(OCC(=O)N2CCC(c3nc4ccccc4o3)CC2)c1	-1%	-6%	-8%[76.3 µM]
CCOc1ccc(CN(C(=O)c2cc(=O)c3cc(Cl)ccc3o2)C2CCS(=O)(=O)C2)cc1 (centres undefined)	7%	6%	-6%[76.3 µM]
Carrying on.
SMILES	TRb SRC2 PPI	TexasRed fluor	GAA glycogen mod
Cc1ccc(NC(=O)CSc2nc3c(oc4ccccc43)c(=O)n2Cc2ccco2)cc1F	-4%	-1%	10%[76.3 µM]
Cc1ccccc1C(=O)Nc1sc2c(c1C(=O)N1CCC(C)CC1)CCCC2	9%	-4%	3%[76.3 µM]
CCC12CN3CC(C)(CN(C1)C3c1c(C)[nH]c3ccccc13)C2=O (centres undefined)	7%	-1%	19%[76.3 µM]
Cc1cccc(OCCSc2nc3ccc(NC(=O)COc4ccccc4C)cc3s2)c1	6%	-16%	15%[76.3 µM]
CCCCn1c2ccc(F)cc2c2nnc(SCCN3CCCCC3)nc21	6%	2%	1%
COc1ccc(-n2nnnc2C2CCN(S(=O)(=O)c3ccc(F)cc3Cl)CC2)cc1	7%	1%	-2%[76.3 µM]
Cc1ccccc1NC(=O)c1c(NC(=O)Cc2ccccc2)sc2c1CCC2	0%	-20%	14%[76.3 µM]
CCc1ccc(CNC(=O)c2cc3cc4ccc(OC)cc4nc3o2)cc1	-1%	-1%	12%[76.3 µM]
Cc1cccc(C)c1NC(=O)C1CCN(S(=O)(=O)c2cccc3nsnc23)CC1	-4%	-2%	6%[76.3 µM]
Cc1cccc(C(=O)N2c3ncnn3C3(CCCCC3)[C@@H]3CCCC[C@@H]32)c1	0%	-14%	-16%[76.3 µM]
Cc1ccc(NC(=O)CN2C(=O)C(c3ccc(F)cc3)=NC2(C)C)c(C)c1	0%	-3%	16%[76.3 µM]
O=C(Cn1c(=O)n(Cc2ccco2)c(=O)c2ccccc21)Nc1cccc(F)c1	8%	8%	-1%[76.3 µM]
Cc1ccc(C)c(N2CCN(c3nc4ccccc4c4nc(-c5cccnc5)nn34)CC2)c1	-7%	3%	3%[76.3 µM]
COc1cccc(NC(=O)CCN2C(=O)c3ccccc3Sc3ncccc32)c1	5%	-1%	-4%&-7%[76.3 µM]
C=CCC(CC=C)(CNC(=O)C(=O)Nc1ccc(C)cc1)c1ccccc1	3%	1%	-10%[76.3 µM]
Cc1cccc(OCCCn2c(CCNC(=O)C3CCCCC3)nc3ccccc32)c1	3%	-1%	5%[76.3 µM]
O=C(c1ccc2c(c1)N(Cc1ccc(F)cc1)C(=O)c1ccccc1S2=O)N1CCOCC1 (centres undefined)	-10%	0%	16%[76.3 µM]
CCn1c(C(=O)NCc2ccc(F)cc2)cc2oc3ccccc3c21	2%	-1%	6%[76.3 µM]
Cc1cccc(C(=O)N2c3nc(-c4ccco4)nn3C3(CCCCC3)[C@@H]3CCCC[C@@H]32)c1	-1%	-24%	0%[76.3 µM]
COc1ccc(OC)c(NC(=O)C(CCSC)NS(=O)(=O)c2cccs2)c1 (centres undefined)	4%	-1%	-1%
O=C(Nc1cccc(F)c1)[C@@H](c1ccccc1)N1Cc2ccccc2C1=O	2%	-1%	-10%[76.3 µM]
CCc1ccc(NC(=O)CSc2nnc(-c3cc4occc4n3C)n2-c2ccccc2C)cc1	1%	6%	-6%[76.3 µM]
COc1ccccc1N1CCN(C(CNC(=O)C(=O)NCCCN(C)C)c2cccnc2)CC1 (centres undefined)	2%	7%	5%[76.3 µM]
Cc1ccc2c(=O)cc(C(=O)Nc3sc4c(c3C(=O)NCC3CCCO3)CCCC4)oc2c1C (centres undefined)	-1%	-3%	1%[76.3 µM]
Cc1oc2ccc(O)c(CN(C)Cc3ccccc3)c2c1C(=O)Nc1cccc(C(F)(F)F)c1	3%	5%	-25%[76.3 µM]
(cont.)
SMILES	TRb SRC2 PPI	TexasRed fluor	GAA glycogen mod
COc1ccccc1NC(=O)C1=C(C)Nc2nnnn2C1c1ccc(C(F)(F)F)cc1 (centres undefined)	2%	?	14%[76.3 µM]
O=C(O)c1cc(-c2ccccc2)nn1Cc1ccccc1	6%	-2%	18%[76.3 µM]
Cc1ccc(/C=C/C(=O)Nc2ccc3nc(N4CCC(C)CC4)cc(C)c3c2)cc1	7%	-2%	-3%[76.3 µM]
COc1cccc(/C=C/c2nc(C#N)c(N(C)Cc3ccccc3)o2)c1	-11%	-1%	-20%[76.3 µM]
COc1cc(NC(=O)CSc2nc(-c3ccco3)cc(C(F)(F)F)n2)cc(OC)c1OC	1%	1%	6%[76.3 µM]
COc1ccccc1C(=O)N1CCC(c2c[nH]c3ccccc23)(c2c[nH]c3ccccc23)CC1	7%	0%	-7%[76.3 µM]
CC(C)(C)c1ccc(-c2nc(S(=O)(=O)c3ccccc3)c(N3CCOCC3)o2)cc1	-7%	-6%	-10%[76.3 µM]
Cc1ccccc1NC(=O)CC(NCc1cccnc1)C(=O)O (centres undefined)	12%	-4%	2%[76.3 µM]
Cc1ccc(CNC(=O)c2cc3c(s2)-c2ccc(Cl)cc2SC3)cc1	5%	-2%	12%[76.3 µM]
O=C(NCCn1cc(SCc2ccc(Cl)cc2)c2ccccc21)c1cccs1	12%	2%	-22%[76.3 µM]
COc1ccccc1CCNC(=O)Cc1c(C)c2c(cc(C)c3c(C)coc32)oc1=O	-2%	0%	-11%[76.3 µM]
Cc1ccc(NC(=O)C2CCC(CNS(=O)(=O)c3cccc4nsnc34)CC2)c(C)c1 (centres undefined)	-5%	2%	14%[76.3 µM]
Cc1cccc(NC(=O)Nc2ccc(F)cc2)n1	2%	-4%	-5%
COc1cccc(NC(=O)C2CCC(CNS(=O)(=O)c3ccc4c(c3)CC(C)N4C(C)=O)CC2)c1 (centres undefined)	-4%	-1%	1%&-28%[76.3 µM]
CC(C)OC(=O)/C(C#N)=C/c1ccc(-c2ccc(Cl)c(Cl)c2)o1	0%	6%	18%[76.3 µM]
Cc1ccc2c(=O)cc(C(=O)Nc3ccc(S(=O)(=O)N(C)Cc4ccccc4)cc3)oc2c1	4%	-2%	-2%[76.3 µM]
Cc1ccccc1Cn1cc(NC(=O)c2cc(-c3ccc(Cl)cc3)on2)cn1	-3%	10%	0%[76.3 µM]
CC(=O)N1CCc2c(sc3c2c(=O)n(-c2ccccc2)c(=O)n3CC(=O)c2ccc(F)cc2)C1	-7%	0%	-4%[76.3 µM]
Cc1ccc(C)c(Nc2nnc(-n3nc(C)cc3C)c3ccccc23)c1	-8%	-2%	19%[76.3 µM]
Cc1ccc(OCCCn2c(CCNC(=O)C3CCCCC3)nc3ccccc32)c(C)c1	-8%	0%	2%[76.3 µM]
O=S(=O)(c1ccc(F)cc1)N(CC(O)Cn1c2ccccc2c2ccccc21)c1ccccc1 (centres undefined)	-5%	1%	-13%[76.3 µM]
COc1ccc(S(=O)(=O)N(CCc2ccccc2)CC(=O)Nc2cccc(OC)c2)cc1	7%	9%	-11%[76.3 µM]
Cc1ccc(Nc2cc(C)c(C#N)c3nc4ccccc4n23)c(C)c1	3%	6%	5%[76.3 µM]
CCc1ccccc1Nc1nc2ccccc2n2cnnc12	0%	0%	-2%[76.3 µM]
O=C(c1ccccc1)N1c2ncnn2C2(CCCCC2)[C@@H]2CCCC[C@@H]21	-2%	-10%	5%[76.3 µM]
COc1ccc(C2CC(=O)Nc3c2c(=O)nc2c(C)cccn32)cc1 (centres undefined)	-1%	0%	-2%[76.3 µM]
COC(=O)CC1Oc2ccccc2-n2cc(-c3ccccc3)nc21 (centres undefined)	2%	3%	8%[76.3 µM]
CCC1CCCCN1S(=O)(=O)c1ccc(NC(=O)c2cc(=O)c3ccccc3o2)cc1 (centres undefined)	5%	-3%	-6%[76.3 µM]
CCCCCN1C(C(=O)c2ccccc2)=C(OC(=O)CC)c2ccccc2S1(=O)=O	-9%	1%	-2%[76.3 µM]
Fc1ccccc1C(NCCc1ccc(Cl)cc1)c1nnc(-c2ccccc2)o1 (centres undefined)	0%	0%	-10%[76.3 µM]

Another view of part of the listing above:
compound: O=C(c1ccccc1)N1c2ncnn2C2(CCCCC2)[C@@H]2CCCC[C@@H]21
  TRb SRC2 PPI: -2% | TexasRed fluor: -10% | GAA glycogen mod: 5%[76.3 µM]

compound: COc1ccc(C2CC(=O)Nc3c2c(=O)nc2c(C)cccn32)cc1 (centres undefined)
  TRb SRC2 PPI: -1% | TexasRed fluor: 0% | GAA glycogen mod: -2%[76.3 µM]

compound: COC(=O)CC1Oc2ccccc2-n2cc(-c3ccccc3)nc21 (centres undefined)
  TRb SRC2 PPI: 2% | TexasRed fluor: 3% | GAA glycogen mod: 8%[76.3 µM]

compound: CCC1CCCCN1S(=O)(=O)c1ccc(NC(=O)c2cc(=O)c3ccccc3o2)cc1 (centres undefined)
  TRb SRC2 PPI: 5% | TexasRed fluor: -3% | GAA glycogen mod: -6%[76.3 µM]

High-throughput results deposited in PubChem BioAssay by National Center for Advancing Translational Sciences (NCATS).
